# TrxR1 inh – inhibitors of rat thioredoxin reductase 1 | Potency, µM (doses to about 114 µM), inactives show at the highest dose activity change, negative = inhibition, actives largely listed as inhibitors | hit rate 1% among 390,000 | recombinant rTrxR1, NADPH fluorescence consumption, selenite substrate; further: potency means the concentration at half of the fitted maximal effect; on the % scale 0 is the no-effect control and ±100 the full control effect; nearly all actives have a fitted effect of over 65% in size
# Target sequence (O89049 whole entry, looked up): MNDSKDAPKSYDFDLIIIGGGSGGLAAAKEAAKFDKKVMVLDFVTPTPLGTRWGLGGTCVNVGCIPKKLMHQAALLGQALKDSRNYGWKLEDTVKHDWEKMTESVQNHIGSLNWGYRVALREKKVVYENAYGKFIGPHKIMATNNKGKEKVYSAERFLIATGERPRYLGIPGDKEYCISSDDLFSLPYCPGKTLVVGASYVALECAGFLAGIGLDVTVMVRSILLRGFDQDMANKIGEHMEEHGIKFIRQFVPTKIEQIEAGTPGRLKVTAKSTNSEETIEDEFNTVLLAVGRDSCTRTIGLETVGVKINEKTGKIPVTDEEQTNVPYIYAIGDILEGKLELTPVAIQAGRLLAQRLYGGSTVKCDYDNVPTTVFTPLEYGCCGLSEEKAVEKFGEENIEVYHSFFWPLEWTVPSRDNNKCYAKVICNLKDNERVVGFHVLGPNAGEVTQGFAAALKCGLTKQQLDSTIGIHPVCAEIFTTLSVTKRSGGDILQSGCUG
#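 Rat TrxR1 (90 nM in the dispensed reagent) was pre-reduced with 400 uM NADPH for 5 min at room temperature, then incubated with compound for 15 min. After 400 uM selenite was added, NADPH fluorescence (Ex 340/Em 450 nm) was followed for 8 min.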
# TRHR agonist – TRH receptor (human) agonism; P34981; TRHR cells, calcium flux fluo-8, FDSS agonist mode; activation, % at 2 µM; hit rate 0.18% among 360,000; AID 493084; in the data active means activation above about 30%; further: 0% is about no effect
#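 Steps: seed TRHR cells overnight; add fluo-8 no-wash Ca dye, RT 30 min–1.5 h; record 10 s baseline; pin-transfer compounds; monitor fluorescence 1 cycle/s for the agonist window. Calcium increases flag candidate agonists.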
# TrxR1 substrate – is turned over as a substrate by rat TrxR1; hit rate 0.01% among 390,000; Potency, µM (doses to about 114 µM), for inactives: at the top dose activity change, negative = substrate turnover; purified TrxR1 substrate turnover, NADPH consumption readout; O89049; further: potency means the concentration at half of the fitted maximal effect; on the % scale 0 is the no-effect control and ±100 the full control effect; nearly all actives have a fitted effect of over 50% in size
#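 Rat TrxR1, dispensed at 90 nM, was prereduced with 400 uM NADPH (final) for 5 min at ~22 deg C, then incubated with compound 15 min before 400 uM selenite. A first-read NADPH fluorescence drop versus no-compound background flagged substrates.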
# D2 ag – D2 dopamine receptor (human) agonism. P14416. HEK293 T-REx D2 cells, calcium flux agonist mode. activation, % at 2 µM. hit rate 0.53% among 340,000;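 active means activation over 3 SD above normal in the single-dose calcium agonist read, cut at about 30% in these data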; further: 0% is about no effect
# Target sequence (P14416 whole entry, looked up): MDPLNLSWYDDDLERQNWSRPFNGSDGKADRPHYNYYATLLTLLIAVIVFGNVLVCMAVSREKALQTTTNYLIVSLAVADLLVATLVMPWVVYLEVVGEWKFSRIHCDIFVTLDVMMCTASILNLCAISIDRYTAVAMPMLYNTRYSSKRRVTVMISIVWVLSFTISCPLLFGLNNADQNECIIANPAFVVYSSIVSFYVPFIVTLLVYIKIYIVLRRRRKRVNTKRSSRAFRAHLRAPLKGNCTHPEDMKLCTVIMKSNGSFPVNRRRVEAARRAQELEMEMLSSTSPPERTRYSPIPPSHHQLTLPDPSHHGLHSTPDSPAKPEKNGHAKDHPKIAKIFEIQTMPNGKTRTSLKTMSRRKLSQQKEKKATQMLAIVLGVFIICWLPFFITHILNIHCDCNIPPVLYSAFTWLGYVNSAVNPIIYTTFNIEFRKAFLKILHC
#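 HEK293 Trex D2 cells, tetracycline-induced, o/n 30 C 5% CO2; no-wash Ca dye, RT 30–90 min; 10-cycle baseline, 23 nl cpd added, kinetic Ca read 180 s; agonist hits = positive Ca response.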
# PI4K2A block – PI4K2A (human) kinase inhibition | purified PI4K2A, ADP-Glo luminescence, 1 h; hits give low values | activity change, negative = inhibition, % at 76.9 µM | AID 1346378 | hit rate 0.13% among 420,000 | Q9BTU6; in the data active means activity change below about -50%; inconclusive means mostly about -30% to -49%;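 further: -100% = wells without enzyme as full effect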
#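 PI4K2A activity was measured by ADP-Glo luminescence: enzyme (4 ug/mL stock) and phosphatidylinositol (1.2 mM stock) in Tris pH 7.5/MgCl2/EGTA/Triton X-100 buffer were reacted with ATP (300 microM stock) for one hour at ambient temperature.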
# TRHR enhancer – TRH receptor (human) allosteric enhancement; P34981; enhancement, % at 2 µM; hit rate 0.66% among 360,000; TRHR cells, fluo-8 calcium fluorescence, EC20 TRH enhancement; in the data active means enhancement above about 30%; further: 0% is about no effect
#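 Enhancer read-out: after compound pinning and an initial kinetic agonist-mode read, an EC20 of TRH (10 nM final) was injected and fluo-8 calcium signal (Ex 480/Em 530) followed at 1 s/cycle for 100 cycles in TRHR-expressing cells.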
# USP1 inh – blocks the human USP1/UAF1 deubiquitinase complex; Potency, µM (series often up to 57.1 µM), for the others: at the top dose activity change, negative = inhibition, hits mostly inhibitors; hit rate 0.23% among 390,000; AID 743255; O94782; recombinant USP1/UAF1, Ub-Rhodamine cleavage fluorescence; further: potency means the concentration at half of the fitted maximal effect; on the % scale 0 is the no-effect control and ±100 the full control effect; nearly all actives have a fitted effect of over 60% in size; inactives centre near -12
#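 1 nM enzyme complex + cpd, 15 min RT; start with Ub-Rho 150nM final; kinetic fluorescence ex 480/em 540, 6 reads q60 s. Buffer 50mM HEPES pH 7.8, 0.5mM EDTA, 0.1 mg/ml BSA, 1mM TCEP, 0.01% Tween-20.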
# D2 antag – D2 dopamine receptor (human) antagonism; P14416; HEK293 TREx D2 cells, calcium flux, dopamine EC80; inhibition, % at 10 µM; hit rate 2% among 340,000; AID 485344; in the data active means inhibition above about 30%; further: 0% is about no effect
#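 Calcium flux kinetic readout in an inducible HEK293 TREx D2 line plated overnight at 30 C. After 180 s compound exposure, an EC80 dopamine challenge follows with another 180 s kinetic read to detect antagonism.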
# mIDH1 inhibitor – blocks human mutant IDH1 R132H enzyme; O75874; IDH1-R132H enzyme, NADPH consumption, diaphorase/resazurin fluorescence; Potency, µM (doses to about 76.6 µM), without a hit: at the highest dose activity change, negative = inhibition, hits mostly inhibitors; hit rate 0.093% among 390,000; further: potency means the concentration at half of the fitted maximal effect; on the % scale 0 is the no-effect control and ±100 the full control effect; nearly all actives have a fitted effect of over 65% in size
#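 IDH1-R132H (0.5 ug/mL) preincubated 30 min with compound, then NADPH (0.016 mM) and alpha-KG (2 mM) added; 80 min at RT, pH 7.5. Remaining NADPH coupled via diaphorase/resazurin to fluorescence (540/590 nm); concentration-response curves normalized to no-enzyme control.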
# An asterisk follows results filed as active; ? = inconclusive; . = not tested or not shown; [ ] = remark or other dose. Unless noted, the call rests on the fitted dose curve; in most records, active means well fitted inhibition curve with a large enough effect; inconclusive means small, poorly fitted or top-dose-only effect; inactive means no such curve, though single readings can be large or run the other way. Not a hit list (roughly 3.9% active in at least one column).
no.	smiles	TrxR1 inh	TRHR agonist	TrxR1 substrate	D2 ag	PI4K2A block
1	Cc1[nH]c2ccccc2c1C(=O)CN1C(=O)NC(C)(c2ccc(Cl)cc2Cl)C1=O (configuration not stated)	3%[57.1 µM]	4.9	-22%[57.1 µM]	23	1
2	COc1ccc(NC(=S)NCc2ccc3c(c2)OCO3)cc1	-13%[57.1 µM]	1.8	-3%[57.1 µM]	-0.3	7
3	CCCCSc1nnc(CCCCCNC(=O)OC(C)(C)C)o1	-2%	-0.3	-7%	1.0	0
4	COc1ccccc1N(C)S(=O)(=O)c1ccc(Cl)c(C(=O)N2CCC2)c1	21%	1.1	8%	.	3
5	COc1ccc(-c2cc3ccc(O)c(CN4CCOCC4)c3oc2=O)cc1	5%[57.1 µM]	12	152%[activator][57.1 µM]	4.9	-2
6	O=C(Nc1cccc(Cl)c1)c1ccc(NCC2CCCO2)c([N+](=O)[O-])c1 (configuration not stated)	8%	-0.2	-7%	0.0	-5
7	COc1ccc(CCN2C(=O)NC(NS(=O)(=O)c3ccc(N)cc3)(C(F)(F)F)C2=O)cc1OC (configuration not stated)	11%[57.1 µM]	0.9	11%[57.1 µM]	0.5	-5
8	Cc1ccc(NC(=S)N(CCCN2CCOCC2)Cc2ccco2)cc1	?	0.0	-2%	1.9	-4
9	O=S1(=O)c2ccccc2N(Cc2ccccc2F)c2ccccc21	-2%[57.1 µM]	-0.4	-5%[57.1 µM]	0.3	-3
10	COc1ccc(CNC(=O)COC(=O)c2cccnc2Nc2cccc(C(F)(F)F)c2)cc1	14%	0.4	16%	0.1	-7
11	CC(=O)c1ccc(Oc2cnccn2)cc1	15%[57.1 µM]	0.5	3%[57.1 µM]	0.1	-1
12	N#Cc1cnn(-c2nc(SCc3ccccc3)nc3sc4c(c23)CCCC4)c1N	13%[57.1 µM]	0.8	0%[57.1 µM]	1.4	0
13	CCC(=O)Nc1c2c(nn1-c1ccccc1)CSC2	16%	0.0	-1%	-0.3	-1
14	O=c1sc2ccccc2c(N2CCN(c3ccccc3)CC2)c1[N+](=O)[O-]	7%[57.1 µM]	0.9	8%[57.1 µM]	28	-2
15	O=C(NCc1ccccc1)C(=O)NCC(c1ccco1)N1CCN(c2ccccc2F)CC1 (configuration not stated)	28%	0.4	9%	11	-2

no.	TRHR enhancer	USP1 inh	D2 antag	mIDH1 inhibitor
1	4	-11%	-18	5%
2	1	-23%	-10	-13%
3	-11	-11%	14	6%
4	1	-15%	.	4%
5	7	-19%	.	7%
6	2	3%	2	3%
7	4	-11%	4	1%
8	3	0%	-5	0%
9	-3	-5%	.	-13%
10	2	-15%	-23	-5%
11	3	-5%	7	4%
12	-10	-15%	3	5%
13	1	-26%	7	-8%
14	-2	-12%	20	3%
15	2	-27%	-6	3%

# Following part:
no.	smiles	TrxR1 inh	TRHR agonist	TrxR1 substrate	D2 ag	PI4K2A block
16	O=S(=O)(c1ccc2nc(Nc3ccc(Br)cc3F)ccc2c1)N1CCCC1	15%[57.1 µM]	-0.6	4%[57.1 µM]	-0.3	0
17	Cc1cc(C)c(C)c(S(=O)(=O)N2CCSCC2)c1C	24%	-0.1	3%	1.5	-5
18	CCn1c(SCC(=O)Nc2ccc(NC(=O)c3ccco3)cc2)nnc1-c1cccs1	1%[57.1 µM]	.	-6%	.	8
19	O=[N+]([O-])c1ccccc1/C=N/N1CCN(Cc2ccccc2)CC1	5%[57.1 µM]	0.0	-6%	-2.9	2
20	O=C(Nc1cccc(F)c1)C1CCN(c2nc3ccccc3nc2C(F)(F)F)CC1	13%[57.1 µM]	0.5	0%[57.1 µM]	.	7
21	CCCn1c(SCC(=O)Nc2ccc(S(=O)(=O)N(C)C)cc2)n[nH]c1=O	16%[57.1 µM]	0.4	4%[57.1 µM]	4.1	4
22	COc1ccc(CN2CCNC(=O)C2CC(=O)N(C)Cc2cc(C)no2)cc1OC (configuration not stated)	-31%	0.7	-3%	-0.8	6
23	CNC(=O)NC(=O)CSc1nc2cc(C(=O)OC)ccc2c(=O)n1-c1ccccc1	25%[57.1 µM]	1.1	13%[57.1 µM]	-0.8	16
24	O=C(Oc1ccc(N2C(=O)C3C4CCC(C4)C3C2=O)cc1)c1ccco1 (configuration not stated)	14%	9.8	4%	10	1
25	CCOc1ccccc1NC(=O)C(OC(=O)c1ccc(N(C)C)cc1)c1ccccc1 (configuration not stated)	25%	0.6	44%[activator]	-0.1	-6
26	CCOC(=O)c1c(C)oc2ncnc(Nc3cc(C)cc(C)c3)c12	16%	0.6	1%	0.4	-4
27	Cc1ccc(NC(=O)c2sc3nc[nH]c(=O)c3c2C)c(C)c1	2%	0.0	-7%	.	-5
28	CCOc1ccc(CNC(=O)C2CCN(C(=O)c3ccc(-n4ccc5ccccc54)s3)CC2)cc1	8%[57.1 µM]	2.4	1%[57.1 µM]	0.8	1
29	N#C/C(=C\c1ccc(N2CCOCC2)cc1)c1ccccc1	0%	-2.3	-10%	-1.3	-4
30	O=C(COc1ccccc1Cl)NCCNC(=O)c1ccncc1	41%[activator]	0.1	15%	-0.4	-2

no.	TRHR enhancer	USP1 inh	D2 antag	mIDH1 inhibitor
16	10	?	.	-3%
17	-3	-9%	10	19%
18	.	-5%	.	4%
19	-2	-2%	17	10%
20	-8	-28%	.	0%
21	2	-11%	2	4%
22	-2	-20%	5	11%
23	3	-8%	-10	8%
24	-6	-7%	-18	15%
25	-3	-28%	-8	2%
26	-1	-28%	.	-6%
27	0	2%	.	1%
28	7	-2%	.	-27%
29	-9	-11%	14	15%
30	-4	-16%	-8	1%

# (continued)
no.	smiles	TrxR1 inh	TRHR agonist	TrxR1 substrate	D2 ag	PI4K2A block
31	O=C(CCNS(=O)(=O)c1ccccc1)N1CCCCCC1	9%	-1.2	-2%	0.7	-2
32	CC1C(C)C(O)(c2ccccc2)CCN1C (configuration not stated)	6%	0.5	2%	0.6	-1
33	COc1cc(OC)c(NS(=O)(=O)c2cn(C)cn2)cc1Cl	9%[57.1 µM]	0.5	5%[57.1 µM]	0.5	-4
34	O=C(C1=NOC(CNc2ncc(C(F)(F)F)cc2Cl)C1)N1CCOCC1 (configuration not stated)	3%	-1.5	-1%	0.4	-3
35	Cc1noc2ncnc(NCCc3ccccc3)c12	10%	2.4	-1%	0.8	2
36	CS(=O)(=O)N1CCN(c2ccc(NC(=O)c3cc4ccccc4o3)cc2)CC1	5%	-0.5	0%	0.3	2
37	Cc1c(/C(Cc2ccccc2)=N/O)c2ccccc2n1C	-4%	0.0	-5%	3.5	-6
38	COn1c(SC2CCCCC2)nc2ccccc2c1=O	-11%[57.1 µM]	0.1	2%[57.1 µM]	-1.0	3
39	CC(=O)N(CCCN(C)C)CCC(C)CCC=C(C)C (configuration not stated)	18%	0.9	8%	0.1	-2
40	O=C(NNC(=O)C1CCC(C(=O)NNC(=O)c2cccs2)CC1)c1cccs1 (configuration not stated)	-24%	0.3	-15%	-0.5	-2
41	O=C(CSCc1nc2ccccc2[nH]1)Nc1ccc(Oc2ccccc2)cc1	8%	-0.6	-7%	-1.1	0

no.	TRHR enhancer	USP1 inh	D2 antag	mIDH1 inhibitor
31	3	-11%	-18	-6%
32	4	-4%	11	7%
33	8	-19%	8	-5%
34	-3	-6%	-22	12%
35	-12	8%	.	0%
36	-4	-19%	-12	-1%
37	8	-18%	37*	4%
38	-6	1%	6	-1%
39	2	4%	-12	5%
40	0	-4%	14	-11%
41	20	-21%	-6	-2%

# Assay outcomes from PubChem.
